UHRF1 binding – UHRF1 methylated DNA binding inhibitors, primary screen, counter-screen for MBD2 inhibitor project, biochemical, TR-FRET, human UHRF1, single concentration | E3 ubiquitin-protein ligase UHRF1 (Homo sapiens), Q96T88 | UHRF1 binding to methylated oligo | inhibition, % at 4.4 µM | actives 0.75% (n = 370,000); in the data active means inhibition above about 21%;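 further: UHRF1 SRA domain binding a hemimethylated CpG hairpin DNA probe; 0% = median of test compound wells and 100% = reference inhibitor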
SIAE primary – human SIAE inhibitors, primary screen, biochemical, fluorescence polarization, FP-Rh probe, 1536-well HTS | inhibition, % at 9.66 µM | actives 0.69% (n = 370,000) | SIAE FP-Rh probe binding;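 active means inhibition above a cutoff: mean of compounds within the control limits plus 3 SD of those, cut at about 17% in these data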;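 further: 0% = plate median of compound wells and 100% = probe without SIAE protein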
Target sequence (Q9HAT2 whole entry, looked up): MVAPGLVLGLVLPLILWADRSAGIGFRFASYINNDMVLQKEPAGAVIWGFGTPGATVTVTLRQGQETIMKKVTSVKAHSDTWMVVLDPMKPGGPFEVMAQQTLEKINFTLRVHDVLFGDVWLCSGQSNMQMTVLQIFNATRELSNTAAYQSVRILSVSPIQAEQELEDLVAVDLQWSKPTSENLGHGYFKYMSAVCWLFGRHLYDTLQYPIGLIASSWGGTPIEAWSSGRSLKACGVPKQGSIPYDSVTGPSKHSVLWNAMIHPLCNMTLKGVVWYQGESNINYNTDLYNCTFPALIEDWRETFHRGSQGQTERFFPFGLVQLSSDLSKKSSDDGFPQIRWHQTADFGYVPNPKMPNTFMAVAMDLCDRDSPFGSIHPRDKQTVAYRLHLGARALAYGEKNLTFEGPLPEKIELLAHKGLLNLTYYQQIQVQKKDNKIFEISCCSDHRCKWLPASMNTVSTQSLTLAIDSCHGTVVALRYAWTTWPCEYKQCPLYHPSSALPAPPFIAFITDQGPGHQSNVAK
PRMT1 inh – PRMT1 methyltransferase inhibitors, primary screen, biochemical, fluorescence polarization; recombinant PRMT1, activity-based probe fluorescence polarization; inhibition, % at 2.79 µM; actives 1.3% (n = 370,000);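 active means inhibition above about 21% made by adding two undisclosed values, limit read from the data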
ABHD4 inh – ABHD4 inhibitors, primary screen, biochemical, fluorescence polarization, mouse; actives 0.54% (n = 370,000); purified mABHD4, FP-Rh probe fluorescence polarization; inhibition, % at 8.92 µM;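 active means inhibition exceeding the mean over every tested compound plus 3 SD, cut at about 30% in these data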;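 further: 0% = plate median of compound wells and 100% = S159A mutant with DMSO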
Target sequence (Q8VD66 whole entry, looked up): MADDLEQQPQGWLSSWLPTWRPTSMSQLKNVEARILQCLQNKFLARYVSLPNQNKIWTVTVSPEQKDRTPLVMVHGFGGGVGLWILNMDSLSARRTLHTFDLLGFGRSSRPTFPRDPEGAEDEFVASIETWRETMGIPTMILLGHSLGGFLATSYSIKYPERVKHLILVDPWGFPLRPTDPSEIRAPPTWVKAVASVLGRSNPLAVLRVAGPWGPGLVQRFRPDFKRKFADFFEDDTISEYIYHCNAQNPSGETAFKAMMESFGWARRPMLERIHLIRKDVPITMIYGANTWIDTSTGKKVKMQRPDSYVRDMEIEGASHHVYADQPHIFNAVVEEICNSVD
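Material: mouse ABHD4 enzyme, wild type; Benchmarks: S159A mutant high control, sample median low control; Buffer or medium: HEPES pH 7.0, NaCl, Pluronic buffer; Signal: fluorescence polarization; Read-out: percent inhibition of probe binding, normalized to plate controls; Timing: pre-incubation 45 min, probe exposure 60 min, at 25 °C; Dosing: 8.92 µM, single dose.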
MBD2 inh – inhibitors of MBD2 binding to methylated DNA, primary screen, biochemical, TR-FRET, DNA-binding domain, human; Methyl-CpG-binding domain protein 2 (Homo sapiens), Q9UBB5; MBD2 binding to methylated oligonucleotide; inhibition, % at 4.4 µM; actives 0.31% (n = 370,000); in the data active means inhibition above about 13%
HTRA1 inh – HTRA1 serine protease inhibitors, primary screen, biochemical, fluorescence polarization, HTS; Q92743; recombinant HTRA1, FP-rhodamine activity-based probe; inhibition, % at 5.96 µM; actives 0.5% (n = 340,000); in the data active means inhibition above about 36%;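 further: 0% = enzyme with DMSO and 100% = wells lacking enzyme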
TCR CD3 inh – inhibitors of human TCR-CD3 interaction, primary screen, biochemical, fluorescence, TAMRA-labeled TCR probe; actives 0.37% (n = 360,000); inhibition, % at 9.4 µM; AID 651800, 2012; T-cell receptor (TCR); in the data active means inhibition above about 19%;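 further: recombinant mutant TCR 2C K166C tagged with TAMRA read by polarization; 0% = receptor in buffer alone and 100% = receptor with positive control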
GC-B act – human GC-B receptor activators, primary screen, HEK293 GC-B cells, cGMP TR-FRET, EC30 CNP; actives 0.11% (n = 370,000); 0% at EC30 CNP, 100% saturating CNP; activation, % at 10 µM;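 active means activation at 10 µM reaching about 35% in either raw or pattern-adjusted values, limit read from the data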
rCAG binder – binders of r(CAG) RNA repeats, primary screen, biochemical, fluorescence. inhibition, % at 3 µM. AID 651821, 2012. actives 1.3% (n = 370,000). r(CAG) RNA repeat, TO-PRO-1 dye displacement fluorescence;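 active means inhibition above the plate cutoff, the mean of all test compounds on that plate plus 3 SD, cut at about 35% in these data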;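 further: 0% = DMSO alone and 100% = 100 µM mitoxantrone as full dye displacement; higher means more dye released from RNA so lower well fluorescence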
GC-A act – GC-A stimulated cGMP production enhancers – HEK293 GC-A cells, cGMP TR-FRET, EC30 ANP, primary screen; 0% at EC30 ANP, 100% saturating ANP; activation, % at 10 µM; actives 0.14% (n = 370,000); AID 1671463, 2021; in the data active means activation above about 40%
* = called active by the depositor; . = not tested or not shown. Not all compounds are listed; count on the stated rates, not on these rows.

item | SMILES | UHRF1 binding | SIAE primary | PRMT1 inh | ABHD4 inh | MBD2 inh
1 | CCC(C)/C(C)=N/NC(=O)c1cn(-c2ccccc2)nc1-c1ccccc1 (stereo unspecified) | -3.9 | -8.8 | -3.2 | -25.3 | -5.7
2 | Cc1ccccc1NC(=O)COC(=O)CN1C(=O)NC(C)(C)C1=O | -1.0 | -1.4 | -2.5 | -8.0 | -2.6
3 | CCn1c(=S)[nH]c2cc(S(=O)(=O)N3CCCCC3)ccc21 | -1.6 | -4.0 | -0.3 | 2.0 | 0.2
4 | O=C(NCC(=O)N1CCCCC1)c1ccc2ccccc2c1 | -2.4 | -0.1 | 0.4 | 2.6 | 1.1
5 | O=C(Cc1ccccc1)c1c[nH]c(C(=O)NC2CCCC2)c1 | -0.6 | -6.8 | -8.3 | 0.5 | 3.8
6 | COC(=O)c1sc(S(=O)(=O)N2CCC(C(N)=O)CC2)c(C(=O)OC)c1C | 2.8 | 0.4 | -0.6 | 5.5 | 3.8
7 | CN(CC(=O)Nc1c(F)cccc1F)Cc1cccs1 | -0.2 | 1.7 | 4.6 | -1.8 | 5.0
8 | O=C(COC(=O)C1CC1)NCc1ccccc1Cl | -0.3 | -2.9 | -2.5 | 1.2 | 0.4
9 | O=c1cc(O)c2c(=O)n(C3CCCCC3)c3ccccc3c2o1 | 0.6 | -0.6 | -2.1 | 0.8 | 0.9
10 | O=C(NCCc1ccccc1)c1cccc2c(-c3cccnc3)coc12 | 4.3 | -3.9 | 4.3 | -12.9 | 8.5
11 | CCC1(c2ccccc2)NC(=O)N(CC(=O)Nc2ccc(N3CCCC3)cc2C)C1=O (stereo unspecified) | 1.6 | 3.1 | -3.1 | 4.3 | -2.8
12 | Cc1ccc(NC(=S)N/N=C/c2c(Cl)cccc2Cl)c(C)c1 | -4.3 | -12.1 | -1.4 | -4.5 | -2.4
13 | CCOC(=O)C(=CNc1cc(OC)ccc1-n1cccc1)C(=O)OCC | 1.3 | 0.0 | 0.3 | -0.3 | -2.8
14 | CC(C)(C)OC(=O)N1CC2(CCCCC2)CC1Cc1ccc(C(F)(F)F)cc1 (stereo unspecified) | 0.7 | -1.9 | -1.4 | 4.9 | -0.6
15 | CS(=O)(=O)N(CC(=O)N1CCOCC1)c1ccc(Cl)cc1 | 1.1 | -4.5 | -0.1 | 4.7 | 3.4

item | HTRA1 inh | TCR CD3 inh | GC-B act | rCAG binder | GC-A act
1 | -35.9 | -4.6 | 2.3 | 8.8 | -4.9
2 | 2.1 | 5.4 | 8.8 | -3.5 | 2.0
3 | 0.4 | 1.9 | 8.7 | 4.1 | 5.0
4 | 9.7 | 0.9 | -0.5 | -5.9 | 0.6
5 | -3.6 | 1.9 | 8.7 | -6.1 | -0.6
6 | 3.7 | -0.8 | -3.3 | -0.4 | -0.8
7 | -1.1 | -5.6 | 1.0 | -0.9 | 3.5
8 | 0.1 | 0.8 | 2.5 | 1.9 | 1.7
9 | -2.2 | 2.7 | -5.8 | 9.5 | -9.3
10 | . | -8.3 | 1.0 | 4.8 | -0.1
11 | 2.4 | -4.9 | -2.2 | -4.2 | 1.1
12 | -53.7 | 8.3 | 3.9 | 8.1 | -13.6
13 | -10.0 | 0.0 | 23.9 | -6.4 | 9.8
14 | -0.3 | -4.5 | -4.3 | 1.3 | -0.3
15 | 5.4 | -1.4 | 5.5 | -0.6 | 3.5

The results go on.
item | SMILES | UHRF1 binding | SIAE primary | PRMT1 inh | ABHD4 inh | MBD2 inh
16 | COCCN(CC(=O)NC1CCCCC1)C(=O)CCCC(=O)Nc1ccccn1 | -0.8 | 4.4 | 0.0 | 7.8 | 0.5
17 | COC(=O)CSC1=C(C#N)C(c2cccc(OC)c2)CC(=O)N1 (stereo unspecified) | 3.5 | -1.4 | -0.1 | -1.9 | -5.4
18 | Cn1c(=O)[nH]c(=O)c2c1nc(N1CCCCCC1)n2CCSc1nc2ccccc2[nH]1 | 1.1 | 0.3 | 0.9 | 5.2 | -0.6
19 | CC(C)OC(=O)CN1CCN(c2ccc(Cl)cc2)CC1 | 0.1 | -1.3 | -1.9 | -0.4 | 1.4
20 | COc1ccc(S(=O)(=O)N2CCCCCC2)cc1NC(=O)c1ccccc1F | -1.6 | -6.0 | 1.8 | 4.3 | 4.7
21 | CN(C)c1ccc(C=NN2CCCCCC2)cc1 | 1.4 | 2.6 | -0.6 | 0.2 | 1.4
22 | O=C(N=C1c2ccccc2CN1c1ccc(F)c(Cl)c1)c1cccnc1Cl | -1.1 | -0.7 | 3.1 | -4.4 | -3.3
23 | COCCNC(=O)C1(C)CCCN(C(=O)c2cc(C)oc2C)C1 (stereo unspecified) | -3.2 | -0.8 | -3.4 | -0.5 | 0.2
24 | NS(=O)(=O)c1ccc(NCc2cc(Cl)ccc2OCc2ccccc2F)cc1 | -5.3 | -11.0 | -0.4 | -51.4 | -6.8
25 | CCCCCN(C(=O)NC(=O)Nc1ccccc1C)S(=O)(=O)c1ccccc1 | 1.8 | -5.1 | 2.3 | 5.5 | 6.4
26 | CCCCC(=O)Nc1nnnn1CCC | 0.6 | 1.1 | 0.9 | 4.3 | -5.5
27 | Nc1[nH]c(C(=O)c2ccccc2)c(-c2ccccn2)c1C(=O)c1c[nH]c2ccc(F)cc12 | -2.6 | 4.8 | 3.1 | -1.2 | -2.6
28 | COc1ccc(-c2nc(CS(=O)(=O)CC(=O)NCc3ccc(F)cc3)c(C)o2)cc1 | 0.9 | -3.6 | 2.8 | -6.8 | 4.7
29 | Cc1cn([C@H]2C[C@H](O)[C@@H](CCC(=O)NCC3CCCO3)O2)c(=O)[nH]c1=O (stereo partly specified) | -0.8 | 11.2 | -0.7 | 3.6 | -0.6
30 | Cc1ccc(Cl)cc1OCC(=O)NCCOC(=O)Nc1sc(=S)n(C)c1C | 3.0 | 10.3 | 2.7 | 3.6 | 2.9

item | HTRA1 inh | TCR CD3 inh | GC-B act | rCAG binder | GC-A act
16 | 1.2 | 3.3 | 1.5 | -4.5 | 3.3
17 | -1.1 | -8.3 | -8.1 | 2.5 | -1.6
18 | 5.2 | 1.6 | -8.2 | -0.1 | -0.3
19 | -6.8 | 0.5 | -0.9 | 0.3 | 4.9
20 | -7.7 | -6.5 | -4.3 | 0.0 | -2.5
21 | 2.1 | -1.4 | -6.7 | 3.0 | -3.1
22 | . | 3.5 | -0.4 | 7.8 | -4.7
23 | . | -1.9 | 1.2 | -0.4 | -1.4
24 | -33.4 | 1.8 | -19.0 | 8.8 | -10.7
25 | -4.5 | 8.0 | -1.2 | 4.2 | 2.9
26 | 1.2 | 3.0 | -0.7 | 0.1 | 6.0
27 | . | -1.1 | -0.8 | 8.2 | -2.0
28 | -5.0 | 3.1 | -7.4 | 2.7 | -2.6
29 | . | 3.4 | 1.1 | 3.2 | 1.2
30 | -2.8 | -1.8 | -3.8 | -1.5 | 1.0

Carrying on:
item | SMILES | UHRF1 binding | SIAE primary | PRMT1 inh | ABHD4 inh | MBD2 inh
31 | COC(=O)c1cn(-c2ccccc2)nc1-c1ccncc1 | -2.8 | 2.1 | -0.4 | -1.1 | -5.6
32 | CC1(C)CC(NS(=O)(=O)c2ccc3ccccc3c2)CC(C)(C)N1 | -1.2 | 3.0 | -5.0 | -6.0 | -6.4
33 | OCCCCNCc1ccc(OCc2ccccc2)cc1 | -1.2 | 0.6 | -2.2 | -4.4 | 2.1
34 | CC(SC1CCCC1)C(=O)NC(C)(C#N)C(C)C (stereo unspecified) | 2.8 | 2.9 | 1.0 | -1.2 | -2.1
35 | C[C@H]1CN([C@@H](C)CO)C(=O)CCCn2nncc2CO[C@@H]1CN(C)Cc1cccc2c1OCCCO2 | 15.5 | 6.7 | -3.6 | 2.1 | -1.0
36 | CCCNC(=O)C(Cc1ccc(OC)cc1)NC(=O)c1ccc(C#N)cc1 (stereo unspecified) | 9.0 | -0.3 | -2.6 | 7.4 | 4.5
37 | COc1cc(C(C)=O)cc(OC)c1O | -0.2 | 1.6 | 2.5 | 4.3 | -3.5
38 | CCOc1cc(/C=N/NC(=O)c2ccc(CSc3nncn3C)cc2)ccc1OCC(=O)N1CCOCC1 | 1.3 | -2.8 | -5.9 | -6.5 | -2.5
39 | COCCNC(=O)C1(C)CCCN(CCC(=O)c2ccc(Br)cc2)C1 (stereo unspecified) | -2.6 | 8.4 | 9.4 | -0.1 | 0.0
40 | CC[n+]1c(/C=C/Nc2ccccc2)sc2ccccc21 | -2.5 | -20.1 | 18.4 | -48.5 | 3.5
41 | COCOCCn1cc(CN2CCS(=O)(=O)N(Cc3ccc(-c4ccc(OC)cc4)cc3)C(C(C)C)C2=O)nn1 (stereo unspecified) | -1.0 | -8.3 | -2.8 | -13.2 | -1.0
42 | O=C(O)[C@H]1CCCN1C(=O)c1ccccc1N1C(=O)[C@@H]2Cc3c([nH]c4ccccc34)C(c3cccc(Cl)c3)N2C1=O (stereo partly specified) | 1.5 | -50.0 | -0.1 | -31.5 | -1.2
43 | COc1ccc(OC)c(CNC(=O)CCC(=O)N2Cc3cccc(OC)c3Oc3ncccc32)c1 | 2.1 | -13.9 | 1.0 | 0.7 | 0.3
44 | CCCCCCSC1=C(C#N)C(c2ccc(O)cc2)CC(=O)N1 (stereo unspecified) | -2.0 | -5.7 | -1.2 | -10.3 | 2.5
45 | CCN(CC)S(=O)(=O)c1ccc2c(c1)N(CC(=O)N1CCCC1)C(=O)CO2 | 1.4 | 2.1 | 3.1 | 3.3 | -0.7

item | HTRA1 inh | TCR CD3 inh | GC-B act | rCAG binder | GC-A act
31 | 7.0 | -5.3 | 2.5 | -4.5 | 8.6
32 | 1.3 | 4.9 | 0.2 | 8.8 | -0.8
33 | 10.2 | 3.1 | 1.4 | 5.5 | 2.5
34 | 3.2 | 1.7 | 3.3 | -2.7 | 4.3
35 | 5.2 | 3.7 | -0.6 | 0.0 | 5.3
36 | -4.1 | -3.1 | 5.1 | -2.6 | 0.1
37 | -4.0 | -5.9 | -2.9 | -0.5 | -3.0
38 | 5.3 | 5.1 | 0.7 | -4.3 | 1.8
39 | . | 2.8 | -4.2 | 0.5 | 33.5
40 | -21.2 | -9.0 | -4.1 | 4.0 | -3.7
41 | -11.0 | 1.6 | -2.1 | 4.0 | 0.8
42 | -9.8 | -3.5 | 35.2* | 38.8* | 22.3
43 | 5.3 | 5.0 | -8.9 | -2.4 | 0.5
44 | -21.9 | 2.7 | 9.0 | -1.0 | 10.5
45 | 3.0 | 0.6 | 0.1 | -3.2 | 1.6

Source: PubChem
